Cav32 inh = human Cav3.2 channel inhibition, primary screen; O95180; B-score at 10 µM; Cav3.2-expressing cells, Fluo-4 calcium fluorescence FDSS; hits give low values; hit rate 4% among 100,000;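 active = single-dose well whose peak fluorescence ratio is a statistical outlier from its plate by either plate-standardised score or position-corrected B-score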
Starred values were filed as active, the others as inactive. The list is partial, so the mix of outcomes need not match the whole.

SMILES | Cav32 inh
CCOC(=O)c1cnc(-n2nc(C)cc2C)nc1NC | 0.19
CCN=C1SC(CC(=O)NCCc2ccc(OC)c(OC)c2)C(=O)N1CC (configuration not stated) | -0.39
O=C(NCc1cccnc1)Nc1ccccc1F | 0.0017
O=C(CSc1nc2ccccc2[nH]1)Nc1ccccc1N1CCOCC1 | 0.15
CS(=O)(=O)N(Cc1nc2sc3c(c2c(=O)[nH]1)CCCC3)C1CCCCC1 | -3.4
CCCC(=O)OCCn1c(Br)nc2c1c(=O)[nH]c(=O)n2C | 3
CCOCc1nnc(NC(=O)CSc2ccc(C)cc2)s1 | -0.84
CC(C)NC(=O)COC(=O)c1ccc(O)cc1 | 0.33
O=C(NCCN1Cc2ccccc2C1=O)c1cccs1 | 0.48
O=C(c1ccco1)N1CCN(S(=O)(=O)c2ccc3c(c2)OCCO3)CC1 | 0.032
C=CCSC1=C(C#N)C(c2cc(Br)c(O)c(OC)c2)CC(=O)N1 (configuration not stated) | -1.1
CCOC(=O)C1=C(Cc2ccc(Cl)cc2)C(=O)c2ccccc2C1=O | -1.7
CCC(=O)Nc1ccc(C(=O)N/N=C/c2cccnc2)cc1 | 0.34
CC(C)C(NS(=O)(=O)c1ccc2c(c1)OCCO2)C(=O)NCCc1ccccn1 (configuration not stated) | -0.48
CC1=CCC2C(=O)N(CCc3c[nH]c4ccccc34)C(=O)C2C1 (configuration not stated) | 0.32
Cn1nnc2cc(NC(=O)NCc3ccc4c(c3)OCO4)ccc21 | -0.16
O=C(Nc1cccc(C(F)(F)F)c1)N(Cc1ccc(Cl)cc1)CC(O)C(F)(F)F (configuration not stated) | -2.8
CCSc1nnc(NC(=O)c2ccco2)s1 | -0.32
CS(=O)(=O)N1CCc2cc(-c3csc(NC(=O)Cc4ccccc4)n3)ccc21 | -2.8
C=CCN1CC2CC3(COc4cc(C)cc(C)c4)C=CC2(O3)C1=O (configuration not stated) | -1.1
S=C(c1nc2ccccc2[nH]1)N1CCOCC1 | 0.29
CCOC(=O)c1nc(N)sc1C(=O)OCC | 1.3
COCCn1c(SCC(=O)N2CCCc3ccccc32)nc2ccccc2c1=O | -2.6
CC1(C)Cc2c(c(N3CCOCC3)nc3sc4c(NCc5ccccc5)nnnc4c23)CS1 | -0.25
Cc1cc(=O)oc(C)c1C(=O)NCCNC(=O)c1c(C)cc(=O)oc1C | -0.014
O=C(Nc1cccc(-c2nc3ncccc3o2)c1)c1sc2ccccc2c1Cl | -0.11
CSc1nc2c(c(=O)[nH]c(=O)n2C)n1C/C=C(\C)Cl | 0.026
O=c1c2ccccc2nc(-c2ccoc2)n1CCc1ccccc1 | -1.7
O=S1(=O)C=C(Oc2ccc(F)cc2)c2ccccc21 | -0.27
COc1cc(C(=O)COC(=O)Cc2cnc3sccn23)cc(OC)c1OC | 0.87
Cc1noc(C)c1COC(=O)c1cc2c(C)nn(-c3ccc(F)cc3)c2s1 | 0.11
Cc1ccccc1NC(=O)NCCCN1CCCC1 | -0.09
CCOC(=O)N1CCN(C(=O)c2ccc3nc4cc(Cl)ccc4c(=O)n3c2)CC1 | 1.1
Cc1ccc2c(c1)N(CC(=O)NCCc1c[nH]c3ccccc13)C(=O)CO2 | -2.2
Cc1ccc(C(=O)C(C(=O)/C=C/c2ccccc2)=C2SCCCS2)cc1 | -1.7
Cc1ccc(NC(=O)Cc2cn3ccsc3n2)nc1 | 1
CC1(C)CC2CC(C)(CN2C(=O)c2cccs2)C1 (configuration not stated) | -0.083
O=CNc1ccccc1Oc1ccccc1 | -0.037
COc1ccc(S(=O)(=O)N(Cc2ccccc2)Cc2nc(-c3ccccc3)no2)cc1 | -5.5*
CCC(=O)NC(=S)Nc1ccc(S(=O)(=O)NC(C)C)cc1 | 0.05
CN(C(=O)CCN1C(=O)c2ccccc2C1=O)C1CCCCC1 | -0.55
CCC(=O)Nc1nnc(-c2ccc(OC)cc2)o1 | -0.78
O=C(Oc1ccc2c(c1)OCO2)c1cc2c(s1)CCC2 | -0.083
COc1ccc(OC)c(NC(=O)c2cc(-c3ccc(C)cc3O)n[nH]2)c1 | 0.64
Cc1ccc(C(=O)Nn2cnc3scc(-c4cccs4)c3c2=O)c(O)c1 | -3.5*

In another format: four of the compounds above
Cc1noc(C)c1COC(=O)c1cc2c(C)nn(-c3ccc(F)cc3)c2s1
  Cav32 inh = 0.11

Cc1ccccc1NC(=O)NCCCN1CCCC1
  Cav32 inh = -0.09

CCOC(=O)N1CCN(C(=O)c2ccc3nc4cc(Cl)ccc4c(=O)n3c2)CC1
  Cav32 inh = 1.1

Cc1ccc2c(c1)N(CC(=O)NCCc1c[nH]c3ccccc13)C(=O)CO2
  Cav32 inh = -2.2

Next section.
SMILES | Cav32 inh
COc1ccccc1NC(=O)C1=C(C)NC2=C(C(=O)CCC2)C1c1ccc(C)o1 (configuration not stated) | 0.75
COc1ccc(C(=O)Nc2ccc(S(=O)(=O)Nc3nccc(C)n3)cc2)cc1OC | 0.22
Cc1cc(C)n(-c2c(F)c(F)c(COC(=O)c3ccccc3)c(F)c2F)n1 | -2.2
Cc1ccc(-n2c(O)c(C=NC3CCS(=O)(=O)C3)c3ccccc3c2=O)cc1 (configuration not stated) | 0.042
COc1ccc(-c2c(C)oc3ccc(C)cc23)cc1 | 1.9
CN1C(=O)c2ccccc2N(C)C1c1ccc2c(c1)OCO2 (configuration not stated) | -0.18
CCOc1ccccc1CN(CCc1ccc2c(c1)OCO2)Cc1ccccn1 | -4.3*
Cc1cc(Nc2ccc(Cl)cc2)n(-c2ccccc2)n1 | 0.63
CC(C)CC(OC(=O)c1ccco1)C(=O)NCC1CCCO1 (configuration not stated) | -0.8
c1cc(-c2noc(CC3CCCCC3)n2)ccn1 | 0.17
CC1=C(C(=O)Nc2ccc([N+](=O)[O-])cc2)C(c2cccc(C(F)(F)F)c2)NC(=S)N1c1ccccc1 (configuration not stated) | -6.7*
COCCCNC(=O)c1cccc(OC)c1OC | 0.063
Cn1nc(-c2ccccc2)c(C(=O)Nc2ccc(C(F)(F)F)cc2)c1Cl | 0.59
CC1CCc2c(sc3ncnc(NCCCOC(C)C)c23)C1 (configuration not stated) | -4.7
CC(=NCCN1CCOCC1)C1=C(O)c2ccccc2C1=O | 0.072
Nc1c(N=Nc2ccccc2F)c(=O)[nH]n1-c1ccccc1 | -0.072
CCCc1cc(C(=O)Nc2nnc(C)s2)cs1 | -0.015
CCOC(=O)C1CCN(S(=O)(=O)Cc2ccc(Cl)cc2)CC1 | -0.18
N#CCCCSc1nnnn1-c1cccc(Cl)c1 | 0.51
C=C1CCN([C@H](C(=O)O)C(C)C)S(=O)(=O)c2ccccc21 | 0.32
CCNC(=O)c1sc(=S)n(CC)c1N | 0.16
COc1cccc(OCc2nnc(SC)n2C)c1 | 0.16
CC1CN(C(=O)c2cccc(S(=O)(=O)N3CCOCC3)c2)CC(C)O1 (configuration not stated) | -0.066
CC(c1ccccn1)N(CCN(C)C)C(=S)Nc1cccc(F)c1 (configuration not stated) | -3.1
Cc1noc(C)c1S(=O)(=O)N1CCC(C(=O)NC2CCN(Cc3ccccc3)CC2)CC1 | 1.5
O=C(NCCCN1CCN(c2ccccc2F)CC1)C1CCC(=O)N1C1CCCC1 (configuration not stated) | 0.89
Cc1cc(Cl)c(S(=O)(=O)Nc2ccccn2)cc1OCC(N)=O | 0.085
CCN(c1ccc(NC(=O)COC(=O)CCC(=O)c2ccc(F)cc2)cc1)C(C)C | -0.87
COc1ccc(OC)c(S(=O)(=O)N2CCC(C(=O)NCCc3ccccc3)CC2)c1 | -0.0043
c1ccc2sc(NC3=NCN(C4CCCCCC4)CN3)nc2c1 | -0.12
COc1ccc(C(=O)Oc2ccc(C(C)=O)cc2)c(OC)c1 | 0.47
Cc1cc(Cl)c(S(=O)(=O)NCC2CCCO2)cc1OCC(=O)NC1CCCCC1 (configuration not stated) | 1
COc1cccc(CC(NC(C)=O)C(=O)NC2CCN(c3nc(C)cc(C)c3C#N)CC2)c1OC (configuration not stated) | 1.4
Cc1cc(Cl)ccc1NC(=O)CCCN1C(=O)CCC1=O | 0.036
COc1ccccc1N1CCN(C(=O)c2cc3cc(Br)ccc3oc2=O)CC1 | -0.43
CN1CCN(Cn2cc(/C=C/C(=O)c3ccccc3)c3ccccc32)CC1 | -0.49
COc1ccc(Cl)cc1NC(=O)COC(=O)CCNC(C)=O | 0.52
CCC1=C2CC[C@H]3C(=O)N(CC)C(=O)[C@H]3[C@H]2[C@@]2(Cc3ccccc3)C(=NCc3ccccc3)OC(=O)N2C1=O | 0.0038
COc1ccc2ccccc2c1CN1CCN(C(=O)c2ccccc2)CC1 | -2.1
CCOc1ccc(NC(=O)CSc2nnnn2CC(=O)O)cc1 | -0.6
COc1ccc(-c2cccc(C(=O)NCC(=O)O)c2)cc1 | 0.25
CC(C)NC(=O)CN(CCc1ccccc1)S(C)(=O)=O | 0.69
Clc1cccc(CSc2nnc(-c3ccccn3)n2Cc2ccco2)c1 | -7.6*
CCCOc1ccc(C2C(C(=O)c3ccc(C)o3)=C(O)C(=O)N2Cc2cccnc2)cc1 (configuration not stated) | -2.7
COC(=O)[C@@]1(Cc2ccc(OC)cc2)[C@H]2c3cc(C(=O)N(C)C)n(Cc4c(CO)[nH]cc(C)c4=O)c3C[C@H]2CN1C(=O)c1ccccc1 | 0.089
COc1ccc(/C=N/NC(=O)CO/N=C(\C)c2cccs2)cc1 | -0.46
COc1ccccc1OCCSc1nnnn1-c1ccc(C)cc1 | -5*
Cc1ccc(P(=O)(CC(=O)O)c2ccc(C)cc2)cc1 | 0.13
Cc1c(NC(=O)C2CCN(S(=O)(=O)c3ccc(Cl)cc3)CC2)c(=O)n(-c2ccccc2)n1C | -0.44
CCn1c(SCC(N)=O)nc2sc3c(c2c1=O)CCCC3 | 1.4
CC(C)C1C(C#N)=C(N)Oc2n[nH]c(-c3ccccc3)c21 (configuration not stated) | 0.11
Cc1csc2c(=O)n3c(nc12)CCCCC3 | 1.2
CCOCCn1c(CN(Cc2ccccc2)Cc2ccccc2)nc2c1c(=O)n(C)c(=O)n2C | -2.5
COc1ccc(S(=O)(=O)N(CC(=O)N2CCN(C)CC2)c2ccccc2)cc1OC | -1.1
O=C(CN1CCOCC1)N1CCc2ccccc2C(c2ccccc2)C1 (configuration not stated) | 0.79
O=c1c2ccccc2c2ccccc2c(=O)n1CC1CCCO1 (configuration not stated) | -0.32
O=C(Cn1c(=O)oc2ccccc21)Nc1ccc2c(c1)OCCO2 | -0.6
COCCNC(=O)C(C)N(c1ccc(Oc2ccccc2)cc1)S(C)(=O)=O (configuration not stated) | 1.4
CCOC(=O)C1=C(C)N(C)C(C)=C(C(=O)OCC)C1c1cccnc1 | 0.32
N#CC(c1ccc(Cl)cc1)c1ccc(Cl)nn1 (configuration not stated) | 0.14

(continued)
SMILES | Cav32 inh
O=C(Nc1nnc(C2CC2)s1)C1Cc2ccccc2CN1S(=O)(=O)c1cccs1 (configuration not stated) | -1.1
COc1ccc(OC)c(C2=NO[C@@H]3C(=O)N(c4cc(Cl)ccc4OC)C(=O)[C@H]23)c1 | -0.11
CCCC(=O)Nc1ccc(NC(=O)C2CC2)cn1 | 0.38
CN1CCN(c2nc3c(c(=O)[nH]c(=O)n3C)n2CCSc2nc3ccccc3s2)CC1 | 0.29
CCn1cc([N+](=O)[O-])c(C(=O)Nc2ccc3c(c2)OCCO3)n1 | 1
Cc1onc(-c2c(Cl)cccc2Cl)c1C(=O)NCCCN1CCOCC1 | 0.38
Cc1ccc(C(=O)Nc2ccc(S(=O)(=O)N3CCc4ccccc43)cc2)o1 | -1.7
CC1CCN(c2nc3c(c(=O)n(C)c(=O)n3C)n2Cc2ccccc2)CC1 | -2.3
Cc1cccc(C)c1NC(=O)c1cc2c(=O)c3ccccc3oc2nc1C(F)(F)F | -0.26
O=C(O)c1cc2cc(OCc3ccccc3)ccc2[nH]1 | -0.94
COCc1nnc(SCC(=O)Nc2cccc(Cl)c2C)n1-c1ccccc1 | -1.3
Cc1cc(C(=O)N2CCN(c3ncccn3)CC2)cs1 | 0.1
O=C(Nc1ccc(O)cc1)C1CC=CCC1 (configuration not stated) | 0.41
Cc1nn(CC(=O)O)c(C)c1C | -0.17
O=C(O)c1ccc(C2SCC(=O)N2Cc2ccccc2)cc1 (configuration not stated) | -0.48
CC(NC(=O)COc1ccccc1)C1COc2ccccc2O1 (configuration not stated) | -1.1
CC(C)OC(=O)C(C)Oc1ccc(C(=O)NCCc2ccccc2)cc1 (configuration not stated) | -0.87
COc1ccc(C(=O)Nc2ccccc2C(=O)N/N=C/c2ccc(O)c(OC)c2)cc1 | 0.13
COc1cccc(-c2nc(NC(C)(C)C)c3ccccc3n2)c1O | 0.49
CCOC(=O)c1cnc(SCC(=O)Nc2ccc(NC(C)=O)c(OC)c2)nc1N | 1.4
CCOC(=O)C12CNC(=O)C(C(=O)OCC)(CNC1=O)C2 | -0.017
Cc1ccn2c(NC(=O)c3ccccc3)c(-c3cccs3)nc2c1 | -3.2
COc1cccc(NC(=O)CN2CCN(S(=O)(=O)c3ccc(C(C)C)cc3)CC2)c1 | -7.3*
COc1ccccc1-c1c(C)oc2c(CN3CCN(C)CC3)c(O)ccc2c1=O | 1.3
COc1ccc(Cl)cc1NC(=O)Nn1cnnc1 | 0.66
O=C(NC1CCCC1)C(c1cccs1)N(Cc1ccco1)C(=O)Cn1nnc(-c2cccs2)n1 (configuration not stated) | -1.4
Cc1nn(S(=O)(=O)c2cccs2)c(C)c1Sc1ccccc1 | -0.1
COc1cc(CCCN2C(N)=NC[C@@H]2c2ccccc2)cc(OC)c1OC | 0.85
O=C1C=C(Nc2ccccc2O)c2ccccc2C1=O | -0.016
CCOC(=O)c1c(COC(=O)c2ccco2)nc2ccccc2[n+]1[O-] | 0.46
O=C(NCC1CCCO1)c1ccccc1-c1nc(-c2ccc(F)cc2)no1 (configuration not stated) | 0.31

Compound activity deposited in PubChem BioAssay by Vanderbilt High Throughput Screening Facility.
